Compound activity (PubChem)
RGS7-Gao: RGS7-Galphao binding modulators, primary screen, biochemical, multiplexed bead flow cytometry. binding response (% of control), % at 10 µM. actives lie on both sides. AID 1439, 2008. 0.35% of 220,000 active. Guanine nucleotide-binding protein G(o) subunit alpha (Homo sapiens), P09471; in the data active = binding response below about 49% or above about 150%; inconclusive = no clear call, values can overlap the other calls; inactive = in between;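 note: fluorescent Galphao held in activated GDP-AlF4 state binding bead-coupled RGS7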
Target sequence (P09471 whole entry, looked up): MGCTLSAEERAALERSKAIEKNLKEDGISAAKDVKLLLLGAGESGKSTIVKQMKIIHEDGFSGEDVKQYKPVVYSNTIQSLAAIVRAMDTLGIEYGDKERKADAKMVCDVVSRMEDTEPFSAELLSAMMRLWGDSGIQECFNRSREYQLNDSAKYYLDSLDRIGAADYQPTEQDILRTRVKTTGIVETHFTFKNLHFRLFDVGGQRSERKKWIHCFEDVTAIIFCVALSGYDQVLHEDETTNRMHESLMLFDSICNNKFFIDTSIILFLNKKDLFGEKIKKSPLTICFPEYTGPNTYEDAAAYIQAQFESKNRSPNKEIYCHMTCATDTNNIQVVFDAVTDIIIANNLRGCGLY
ABCB1 block: ABCB1 efflux pump inhibitors, primary screen, cell-based, multiplex, flow cytometry, ABCG2 counter-screen | ATP-dependent translocase ABCB1 (Homo sapiens), P08183 | CCRF-Adr cells, JC-1 efflux | inhibition, % at 6.6 µM | 0.067% of 190,000 active | AID 1326, 2008; in the data active = inhibition above about 40%;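 note: 0% = vehicle and 100% = reference inhibitor; higher value means more JC-1 retained so stronger ABCB1 efflux block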
RGS4-Gao reg: modulators of RGS4 binding to Galphao, primary screen, biochemical, multiplexed bead flow cytometry | binding response (% of control), % at 10 µM | 0.33% of 220,000 active | Guanine nucleotide-binding protein G(o) subunit alpha (Homo sapiens), P09471 | actives lie on both sides; in the data active = binding response below about 49% or above about 150%; inactive = in between;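 note: fluorescent Galphao activated with aluminum fluoride binding bead-coupled RGS4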
Bim-Mcl-1: inhibitors of Bim peptide binding to Mcl-1, primary screen, biochemical, bead-based flow cytometry, multiplex | Induced myeloid leukemia cell differentiation protein Mcl-1 (Homo sapiens), Q07820 | Bim peptide-Mcl-1 binding | inhibition, % at 10 µM | 0.1% of 190,000 active | AID 1009, 2008; in the data active = inhibition above about 40%;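 note: 0% = no compound tracer wells and 100% = peptide blocker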
Pf gametocyte: late stage P. falciparum gametocyte viability inhibitors, primary screen, ATP luminescence, HTS | P. falciparum stage V gametocytes, 24 h | inhibition, % at 10.9 µM | 0.065% of 150,000 active | AID 743093, 2013;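 active = inhibition above the mean plus 3 SD of compounds within the control limits, set per campaign, cut at about 38% in these data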;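 note: 0% = DMSO wells and 100% = medium only without gametocytes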
RGS8-Gao: RGS8-Galphao binding modulators, primary screen, biochemical, multiplexed bead flow cytometry; Guanine nucleotide-binding protein G(o) subunit alpha (Homo sapiens), P09471; 0.34% of 220,000 active; actives lie on both sides; response (percent of control binding), % at 10 µM; in the data active = response below about 60% or above about 140%; inactive = in between;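 note: Galphao activated as the GDP aluminium fluoride complex binding bead-coupled RGS8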
GSH bead fluor: compound fluorescence on glutathione beads, profiling panel, artefact control, biophysical, 488/530 nm, flow cytometry; GSH beads flow cytometry, compound fluorescence 488/530 nm; stronger effect = higher value; fluorescence (KMESF) at 10 µM; 0.25% of 190,000 active; AID 1776, 2009; in the data active = fluorescence above about 89;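 note: glutathione beads carrying GST-tagged Bcl family fusion proteins plus one bare bead set; values are compound well signal with DMSO vehicle wells as background; inactives centre near 16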
Avidin fluor: green autofluorescence of compounds with avidin beads – biophysical, 488/530 nm, flow cytometry, artefact control, profiling panel; 0.38% of 220,000 active; fluorescence (KMESF) at 10 µM; compound fluorescence 488/530 nm; stronger effect = higher value; in the data active = fluorescence above about 47; note: inactives centre near 10
Mcl1-Noxa inh: Mcl-1/Noxa binding inhibitors, primary screen, biochemical, TR-FRET, 1536-well; Induced myeloid leukemia cell differentiation protein Mcl-1 (Homo sapiens), Q07820; TR-FRET Mcl-1/Noxa peptide binding, 2 h; inhibition, % at 21.7 µM; 1.5% of 220,000 active; AID 1022, 2008;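 active = compounds that cut the protein-peptide binding signal by more than 50% relative to plate controls in a single-dose test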;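 note: His-tagged Mcl-1 with rhodamine Noxa BH3 peptide and terbium anti-His antibody; 0% = Mcl-1 plus Noxa peptide wells and 100% = peptide-only wells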
Mcl1 Bid PPI: Mcl-1/Bid binding inhibitors, primary screen, biochemical, TR-FRET, 1536-well; Induced myeloid leukemia cell differentiation protein Mcl-1 (Homo sapiens), Q07820; TR-FRET Mcl-1/Bid-Dy647 peptide binding; inhibition, % at 21.7 µM; 0.97% of 220,000 active; AID 1021, 2008;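 active = compounds that cut the binding signal by more than half at the single screening dose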;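 note: His-tagged Mcl-1 with europium anti-His antibody binding Bid BH3 peptide; 0% = Mcl-1 plus peptide wells and 100% = peptide-only wells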
ABCG2 inh: ABCG2 efflux pump inhibitors, primary screen, multiplex with ABCB1, IgMXP3 cells, flow cytometry. Broad substrate specificity ATP-binding cassette transporter ABCG2 (Homo sapiens), Q9UNQ0. inhibition, % at 6.6 µM. JC-1 efflux. 0.1% of 190,000 active. AID 1325, 2008;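 active = inhibition above 80%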;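 note: 0% = DMSO and 100% = nicardipine control wells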
Target sequence (Q9UNQ0 whole entry, looked up): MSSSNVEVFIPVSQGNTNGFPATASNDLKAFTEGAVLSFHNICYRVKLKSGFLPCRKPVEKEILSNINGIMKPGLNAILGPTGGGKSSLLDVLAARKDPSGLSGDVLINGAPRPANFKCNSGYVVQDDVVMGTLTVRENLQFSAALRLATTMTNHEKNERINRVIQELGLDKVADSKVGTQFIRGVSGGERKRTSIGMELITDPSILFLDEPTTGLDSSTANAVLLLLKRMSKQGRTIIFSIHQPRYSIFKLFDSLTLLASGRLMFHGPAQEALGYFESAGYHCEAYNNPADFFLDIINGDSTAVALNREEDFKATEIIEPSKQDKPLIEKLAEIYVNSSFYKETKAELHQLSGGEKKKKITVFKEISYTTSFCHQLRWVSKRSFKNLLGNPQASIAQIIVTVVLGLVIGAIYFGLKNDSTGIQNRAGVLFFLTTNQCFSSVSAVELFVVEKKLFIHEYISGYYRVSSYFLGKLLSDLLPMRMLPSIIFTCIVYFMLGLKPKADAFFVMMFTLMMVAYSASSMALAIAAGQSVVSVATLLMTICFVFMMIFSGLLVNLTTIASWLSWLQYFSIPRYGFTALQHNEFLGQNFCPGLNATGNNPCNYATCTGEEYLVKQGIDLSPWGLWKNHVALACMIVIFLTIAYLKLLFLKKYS
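Read-out basis: Efflux inhibition in percent versus controls | Test system: ABCG2 IgMXP3 and barcoded ABCB1 CCRF-Adr cell mix | Quantity: 3 million cells/mL in well | Schedule: 10 min at 25 °C | Control set: Nicardipine as high control, DMSO as low control | Reagent: JC-1 as fluorescent efflux pump substrate | Signal: Flow cytometry of retained JC-1 fluorescence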
* marks the source's active call; other numbers are inactive results; ? = inconclusive; . = not tested or not shown.

SMILES	RGS7-Gao	ABCB1 block	RGS4-Gao reg	Bim-Mcl-1	Pf gametocyte	RGS8-Gao	GSH bead fluor	Avidin fluor	Mcl1-Noxa inh	Mcl1 Bid PPI	ABCG2 inh
O=C(O)c1cc(-c2ccco2)nc2ccccc12	112	-0.1	123	-3	7	108	18	2	36	-33	0
CC1C2C(c3ccccc3)N(C)C(=O)N(C)C2N(C)C(=O)N1C (stereo not given)	98	-0.2	99	-1	3	100	54	8	1	-27	-2
COc1ccc(NS(=O)(=O)c2cc(NC(=O)c3sccc3C)ccc2N2CCOCC2)cc1	?	.	101	.	1	99	.	7	12	-5	.
COc1c(Br)cc2c(C)c(C(=O)N3CCOCC3)oc2c1Br	95	0.4	83	-2	4	93	8	11	15	13	2
Cc1onc(-c2ccccc2)c1C(=O)n1nnc2ccccc21	77	0.3	62	-1	5	81	35	4	10	-1	0
CCNC(=S)NNC(=O)c1cc(C)on1	100	-0.5	99	0	-11	102	8	15	6	-56	-1
NC(=O)c1ccc2c(=O)n3c(-c4cccs4)csc3nc2c1	?	.	106	.	-8	103	.	26	14	-26	.
CC1CCN(S(=O)(=O)c2ccc3c(c2)c(=O)c(C(=O)NC2CCCC2)cn3C)CC1	101	2.1	103	-2	15	99	10	19	-7	1	2
N#CCCN(C(=O)CSc1ccc2c(c1)OCCO2)c1ccccc1	102	0.4	104	-1	.	99	34	5	7	4	1
CC(C)(C)[C@H]1C=C(C(=O)N2CCN(Cc3ccc4c(c3)OCO4)CC2)O[C@@H](OCc2ccc(CO)cc2)C1	102	1.8	103	0	.	107	19	6	-1	1	2
COC(=O)/C=C/CSC1=N/C(=C/c2ccc(-n3cncn3)cc2)C(=O)N1	97	0.8	98	0	3	100	24	13	17	-26	10
CC(C)(C)n1nnnc1C(c1ccc(Cl)cc1)N1CCCc2ccccc21 (stereo not given)	103	0.6	101	2	9	102	56	7	3	-2	2
Cc1ccc(C(=O)CN(C(=O)c2ccc(Cl)cc2)N2C(=O)c3ccccc3C2=O)cc1	96	0.0	92	-3	-7	92	19	7	-13	-9	0
COCCNC(=O)C(C)OC(=O)C1=Cc2ccccc2OC1 (stereo not given)	107	1.1	105	-4	-15	104	14	14	10	-12	4
O=C(Nc1ccc(OCc2ccccc2)cc1)c1cccnc1	98	0.3	102	-1	.	100	8	14	-6	7	2
Oc1ccc2ccccc2c1CN1CCN(c2ccccc2)CC1	104	0.2	97	0	1	97	12	15	21	-26	-1
O=C(CC1C(=O)NCCN1CC1CCCCC1)NCc1cc(F)ccc1F (stereo not given)	103	1.9	99	1	-1	101	11	12	10	-10	5
CN1CCN(C(=O)C2(NC(=O)NCc3ccccc3)CCCCC2)CC1	96	0.0	86	.	.	109	24	4	5	-12	-1
CC1CC(=O)Nc2ccccc2N1C(=O)CN1CCN(C=O)CC1 (stereo not given)	?	1.1	104	-1	-12	102	16	10	-9	-23	9
O=C(OCC(=O)N1CCC(Cc2ccccc2)CC1)c1ccc[nH]c1=O	98	-3.1	101	1	.	99	24	16	17	-3	0
O=C(c1ccccc1)c1c(O)nc(-c2ccccc2)n(-c2ccccc2)c1=O	98	0.2	98	-1	-15	99	4	13	20	-12	1
O=[N+]([O-])c1c(NCCCO)cc(SCc2ccco2)c2nonc12	98	1.6	100	-6	-10	97	7	7	11	-82	7
O=C(c1cccnc1)C1Cc2ccccc2C1=O (stereo not given)	?	.	102	.	.	100	.	8	1	2	.
Cc1cccc(NC(=S)/N=C(\N)Nc2nc(C)c3ccc(C)cc3n2)c1	100	-1.1	104	-4	.	104	9	10	-6	-105	0
O=C(Nc1cc(-c2ccccc2)[nH]n1)c1ccccc1	?	.	90	.	-11	97	.	7	19	44	.
COc1ccccc1C(=O)Nc1ccc(NC(=O)c2ccco2)c(C)c1	88	1.5	88	-1	.	96	25	13	-3	-20	9
c1coc(CNc2c3c(nc4ncnn24)CCCC3)c1	104	0.0	102	-4	.	105	10	15	24	-34	1
COc1cc(NC(=O)c2nnn(Cc3ccc(SC)cc3)c2N)cc(OC)c1	132	-2.2	109	-2	.	107	21	30	2	-12	-5
Cc1cc(C(=O)COC(=O)CCCN2C(=O)c3ccccc3C2=O)c(C)n1C	103	1.2	96	0	0	95	24	22	8	-15	17
Cc1cccc(C)c1NC(=O)CN(c1ccccn1)S(=O)(=O)c1ccccc1	98	0.2	104	0	-8	100	9	13	-20	3	1
Cc1nn2c(-c3ccccn3)ccnc2c1Cl	?	1.6	98	-3	-1	100	11	11	8	-27	14
COc1cc(CC(=O)N(c2ccccc2)c2nc(C)cs2)cc(OC)c1OC	100	1.5	100	-1	.	100	11	7	11	-18	4
C=C(C)C1CC=C(C)/C(=N/NC(=O)c2ccc(NC(=O)c3cccc(C)c3)cc2)C1 (stereo not given)	100	0.8	101	0	.	100	9	9	9	-59	7
CN(Cc1cnccn1)Cc1nc(Cc2ccccc2Cl)no1	101	0.3	101	7	-3	100	11	11	-8	-24	1
CC1CC(OCC(O)CN2CCN(Cc3ccccc3)CC2)CC(C)(C)C1 (stereo not given)	101	1.1	105	-5	.	105	19	24	18	13	2
O=C1CCCCC1Sc1nnc(Nc2ccccc2)s1 (stereo not given)	?	0.5	108	1	.	106	15	10	1	-25	1
COc1cc2c(cc1OC)C[N+](C)(C)CC2	98	0.9	105	1	.	103	24	7	-4	-13	0
COc1cccc(CN(C)C(=O)c2cccnc2SC)c1OC	?	1.7	104	-1	-26	101	15	11	2	-28	5
CN(C)/C=C/C(=O)c1ccc(Br)cc1	98	-0.3	99	1	11	100	10	4	1	-54	0
CN(C)S(=O)(=O)c1ccc(NC(=O)CN2CCc3ccccc32)cc1	?	.	94	.	15	100	.	15	-4	-42	.
COc1cc(NC(=S)Nc2ccccn2)cc(OC)c1	102	-0.7	101	-7	.	102	11	13	3	-69	-5
COc1cc(/C=C2\SC(=O)N(CCNC(=O)c3cnc(C)cn3)C2=O)cc(OC)c1OC	93	-0.2	97	-4	6	104	8	5	14	-11	-5
CCCC(=O)NC(=S)Nc1cccc(NC(=O)c2ccccc2Cl)c1	102	0.7	104	2	.	104	23	16	13	-58	-1
CCCn1nnnc1SCC(=O)N1CCCc2ccccc21	102	0.6	104	9	-2	107	39	2	25	-4	2
CCN(Cc1ccccc1)C1CCN(Cc2ccc(SC)cc2)CC1	98	0.8	98	-3	-4	102	11	3	31	20	1
O=C(COC(=O)Cc1ccc(S(=O)(=O)N2CCOCC2)s1)Nc1ccc2c(c1)OCO2	100	0.1	101	2	.	102	12	12	8	-7	0
Cc1csc(NC(=O)/C=C/c2ccc3c(c2)OCO3)n1	97	0.7	97	-2	-5	97	10	3	7	9	8
CCN(CC)c1ccc(C(=O)OCC(=O)Nc2sccc2C#N)cc1	100	0.0	102	-7	2	102	20	8	6	11	4
C=CCOC(=O)C1=C[C@@H](c2ccc3c(c2)OCO3)C[C@@H](OCc2ccc(CO)cc2)O1	102	0.2	98	-3	-42	101	16	6	13	38	0
S=C(NCc1ccco1)N1CCN(c2ccc(Cl)cc2)CC1	97	0.3	97	-2	.	100	21	6	12	-9	18
O=C(Nc1ccc(Cl)cc1)OCCn1nnnc1C(c1ccccc1)N1CCOCC1 (stereo not given)	96	1.4	99	-2	.	99	24	18	16	2	8
OCCN1CCN(c2nc(-c3ccccc3)c3cc(Cl)ccc3n2)CC1	100	0.7	100	-4	13	102	16	8	14	9	6
COc1ccc(CNc2ccc(S(N)(=O)=O)cc2)cc1	98	-2.4	100	-1	11	99	15	20	10	-60	-4
Fc1ccc(NC(=S)Nc2cc(Cl)ccc2Cl)cc1	98	-0.5	98	-5	.	99	11	21	23	-33	-1
Cc1ccc(NC(=O)c2ccc3c(c2)N(CC(=O)N2CCCCC2)C(=O)C(C)(C)O3)cc1	99	1.7	96	0	24	101	24	14	12	-3	3
CNC(=S)NNC(=O)c1ccccc1Cl	?	.	107	.	-11	102	.	7	8	-28	.
CS(=O)(=O)N(CC(=O)Nc1ccc(S(=O)(=O)N2CCOCC2)cc1)c1ccccc1Br	105	-0.2	102	2	31	105	11	22	2	-22	-1
Clc1nc(Oc2ccccc2)nc(-c2cn(-c3ccccc3)c3ccccc23)n1	?	.	99	.	-14	101	.	3	20	16	.
O=C(Nc1ccc2oc(-c3ccccc3F)nc2c1)c1ccco1	?	0.1	105	-3	3	104	10	10	4	-18	0
C=CCSc1nc2ccccc2n1C(=O)/C=C/c1ccc(OC)c(OC)c1	100	1.6	101	-2	.	108	15	6	23	-1	9

Next compounds
SMILES	RGS7-Gao	ABCB1 block	RGS4-Gao reg	Bim-Mcl-1	Pf gametocyte	RGS8-Gao	GSH bead fluor	Avidin fluor	Mcl1-Noxa inh	Mcl1 Bid PPI	ABCG2 inh
Cc1ccc(-c2ccc(CCC(=O)O)n2Cc2ccco2)cc1	100	0.1	95	0	.	98	13	49*	8	-55	1
O=C(CCN1CCOCC1)Nc1cccc(Br)c1	98	-0.5	98	0	-7	100	25	28	-22	1	-2
COc1ccc(CNC(=O)c2cc(-c3ccccc3O)n[nH]2)cc1	99	0.1	98	-2	.	99	18	8	-12	-42	1
Cc1ccc(C2c3sc(=O)[nH]c3SC3C4CC(C5C(=O)N(C(C)C(=O)O)C(=O)C45)C23)cc1 (stereo not given)	92	-0.5	98	9	.	88	7	1	37	-3	-3
COc1ccc(NC(=O)CNS(=O)(=O)c2cccs2)c(OC)c1	95	0.3	101	0	.	98	40	5	4	-18	2
Cc1cccc(CN2C(=O)c3ccccc3Sc3ccc(C(=O)O)cc32)c1	?	.	69	.	1	77	.	4	-3	6	.
O=S(=O)(/N=C(\c1ccccc1)N1CCOCC1)c1cccs1	101	0.6	102	-4	29	100	26	21	1	-24	4
Cc1n[nH]c(=S)c2nn(-c3cccc(Cl)c3)c(C)c12	101	-0.1	104	-2	.	98	30	6	15	-6	1
COC(=O)Nc1ccc(S(=O)(=O)Nc2ncccn2)cc1	104	1.2	107	0	7	103	21	10	-14	-4	4
